M1 agonist = agonists of M1 muscarinic receptor; CHO-M1 cells, Fluo-4 calcium fluorescence, agonist mode; active compounds read high; B-score at 10 µM; actives 3% (n = 64,000);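 active = fluorescence rise, raw or as B-score row- and column-corrected plate score, outside the 99.7% band of its plate's samples, either direction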
HEK293 NFkB inh = lowers PMA/ionomycin-induced NF-kB signal in HEK293 cells | HEK-293 NF-kB luciferase reporter, luminescence | inhibition, % at 3 µM | actives 0.21% (n = 62,000) | AID 465;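 active = inhibition above the mean of all tested compounds plus 3 SD, cut at about 40% in these data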;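 note: 0% = stimulated DMSO wells and 100% = 10 µM reference inhibitor 5653914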
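Reagent: PMA plus ionomycin mix as NF-kB-activating stimulus. Assay system: NF-kB luciferase reporter HEK-293 cells. Technique: luminescence from luciferase substrate reagent. Incubation: 1 h compound pre-incubation, 16 h PMA/ionomycin at 37 °C. Benchmarks: DMSO only as uninhibited control, 10 µM reference inhibitor as full inhibition. Repeats: tested once.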
5HT1E antag = blocks the human 5-HT1E serotonin receptor | P28566 | CHO 5-HT1E Ga15 NFAT-bla reporter, FRET, antagonist | inhibition, % at 6 µM | actives 0.99% (n = 65,000);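 active = inhibition above a set limit, the mean inhibition across every tested compound plus 3 SD, cut at about 29% in these data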;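 note: signal is the 460 over 535 nm emission ratio of beta-lactamase substrate; 0% = agonist plus DMSO wells and 100% = wells without agonist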
Target sequence (P28566 whole entry, looked up): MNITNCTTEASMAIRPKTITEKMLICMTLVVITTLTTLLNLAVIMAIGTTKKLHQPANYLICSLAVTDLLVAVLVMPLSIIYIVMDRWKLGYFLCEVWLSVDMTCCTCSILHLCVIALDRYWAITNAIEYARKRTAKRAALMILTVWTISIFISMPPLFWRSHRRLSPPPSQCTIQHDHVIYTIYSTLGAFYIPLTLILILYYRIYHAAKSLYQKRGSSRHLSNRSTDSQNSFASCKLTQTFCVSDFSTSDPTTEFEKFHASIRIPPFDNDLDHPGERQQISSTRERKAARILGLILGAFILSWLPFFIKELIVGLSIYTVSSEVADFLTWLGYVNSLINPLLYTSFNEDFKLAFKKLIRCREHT
M1 antagonist = M1 muscarinic receptor (rat) antagonism; actives 3.4% (n = 64,000); B-score at 10 µM; CHO-M1 cells, Fluo-4 calcium, ACh EC80 antagonist mode; active compounds read low; AID 628; P08482;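 active = calcium fluorescence response, raw or row-and-column corrected B-score, differing from the plate sample mean either way at a set confidence level, mostly lower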
Target sequence (P08482 whole entry, looked up): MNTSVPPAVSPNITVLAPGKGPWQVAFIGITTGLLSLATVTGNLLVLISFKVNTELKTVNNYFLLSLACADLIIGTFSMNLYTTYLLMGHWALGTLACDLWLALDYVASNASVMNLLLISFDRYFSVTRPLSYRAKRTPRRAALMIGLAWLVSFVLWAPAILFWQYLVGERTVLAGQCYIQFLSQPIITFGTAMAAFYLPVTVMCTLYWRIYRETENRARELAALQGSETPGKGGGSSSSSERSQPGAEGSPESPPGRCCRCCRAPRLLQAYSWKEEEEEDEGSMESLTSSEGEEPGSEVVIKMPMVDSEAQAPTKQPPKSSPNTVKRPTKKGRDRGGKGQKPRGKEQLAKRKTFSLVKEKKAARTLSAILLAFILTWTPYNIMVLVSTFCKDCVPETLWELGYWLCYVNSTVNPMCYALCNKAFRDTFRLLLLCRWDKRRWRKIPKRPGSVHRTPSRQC
Her2 expr inh = inhibitors of human Her2 kinase expression | HER2 level % of control, % at 10 µM | actives 0.69% (n = 65,000) | AID 645 | P04626 | SKBR-3 HER2 protein level, AlphaScreen, 18-24 h; active compounds read low;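 active = HER2 level under 5% of the carrier-only control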;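 note: 100% = DMSO carrier and 0% = 500 nM PU-H71 HSP90 inhibitor; lower value means stronger loss of Her2 protein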
S1P3 ag = agonists of human S1P3 receptor; actives 0.1% (n = 60,000); AID 373; S1P3 NFAT-BLA reporter cells, agonism, FRET ratio; relative to 1 µM S1P, basal subtracted; Q99500; activation, % at 4.5 µM;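 active = activation above the screen-wide mean plus 3 SD, cut at about 4.5% in these data, passing the limit was not always enough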; note: some compounds called inactive have numbers as strong as hits
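material = human S1P3 NFAT-BLA reporter CHO cells | schedule = 4 h compound at 37 °C, 2 h substrate at RT | measured by = fluorescent BLA substrate, ex 405 nm, em 460/535 nm ratio | controls = 1 µM S1P reference | replication = primary once, confirmation triplicate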
Jurkat viability = cytotoxic compounds reducing Jurkat cell viability | Jurkat E6.1 viability, ATP luminescence, 48 h | inhibition, % at 4 µM | actives 1.2% (n = 56,000) | AID 463;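 active = inhibition above the mean inhibition of all tested compounds plus 3 SD, cut at about 28% in these data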
HTR1E agonist = 5-HT1E (human) receptor agonism. P28566. CHO 5-HT1E Ga15 NFAT-bla reporter, FRET; 0% DMSO wells, 100% control agonist wells. activation, % at 6 µM. actives 0.69% (n = 65,000). AID 574;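 active = activation above a set limit, the screen-wide mean activation plus 3 SD, cut at about 8.5% in these data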;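 note: 100% = positive control agonist at 1 µM giving full maximal response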
S1P1 ag pot = activates or potentiates agonism at human S1P1 receptor | P21453 | S1P1 CRE-bla cells, forskolin, beta-lactamase FRET, potentiator mode; S1P1 agonist co-added at EC20, 2 nM; 100% = saturating reference agonist, 0% = basal | activation, % at 9.5 µM | actives 0.57% (n = 56,000) | AID 449;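 active = activation above a cutoff set at the mean activation of all tested compounds plus 3 SD, cut at about 54% in these data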;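 note: forskolin at 4 µM as EC80 and the EC20 agonist is SEW2871; 100% = SEW2871 at its EC100 plus forskolin at EC80; some compounds past the cut are filed as inactive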
Numbers without * were called inactive; . = no result given.

#	SMILES	M1 agonist	HEK293 NFkB inh	5HT1E antag	M1 antagonist	Her2 expr inh	S1P3 ag	Jurkat viability	HTR1E agonist	S1P1 ag pot
1	Brc1cccc(-c2nnc(SCc3ccon3)n2-c2ccccc2)c1	-0.52	-4	7	0.37	119	-0.6	8	-0.6	-3
2	COCCNC(=O)c1ccc2c(c1)ncn2-c1ccc(F)c(F)c1	-0.026	6	4	0.44	95	0.0	3	-0.1	-13
3	O=C(Nc1ccccc1C(=O)N1CCCC1)c1cccc(S(=O)(=O)N2CCCCC2)c1	-0.54	17	-7	0.18	119	-0.7	5	0.3	-9
4	Cc1conc1NC(c1cccs1)c1ccc2cccnc2c1O (centres undefined)	-0.35	2	19	-0.97	49	-1.0	30*	-0.9	25
5	Cc1ccc(-n2cccc2C(=S)N=P(N(C)C)(N(C)C)N(C)C)cc1	0.17	6	6	-0.13	80	-1.0	7	-0.2	-1
6	CCOC(=O)c1ccccc1NC(=O)CSc1nnnn1C1CCCCC1	0.044	2	7	-1.9	105	0.6	5	0.5	-10
7	CCN(CC)CCNC(=O)c1ccc(CS(=O)(=O)c2ccc(Br)cc2)o1	1.2	10	-6	-0.29	64	-0.7	-5	0.5	6
8	Cc1nnc(Sc2nc3c(c(=O)n(C)c(=O)n3C)n2Cc2ccccc2Cl)s1	1.8	-1	6	-0.57	91	0.0	4	-0.4	17
9	COc1ccc(OC)c(S(=O)(=O)N2CCC(C(=O)N3CCc4ccccc4C3)CC2)c1	1.5	14	-1	0.029	102	-0.3	0	0.1	14
10	Cc1nnc(NC(=O)C2CCN(c3nnnn3-c3ccccc3)CC2)s1	0.21	16	-2	0.52	90	-1.0	-5	0.6	4
11	Cc1ccc(S(=O)(=O)N[C@@H](CC(C)C)C(=O)NCc2ccco2)cc1	1.2	8	5	-0.34	65	-0.7	5	-0.3	-1
12	CCCCC(CC)Cn1c2nc3ccccc3nc2c2c(=N)oc(C)nc21 (centres undefined)	-0.5	16	-8	-0.085	0.9*	.	.	0.2	.
13	CCCCC(CC)C(=O)Nc1ccccc1C#N (centres undefined)	0.8	6	-2	0.61	94	-1.2	8	-0.5	-2
14	CCN(Cc1ccncc1)C(=O)c1cccs1	-0.6	7	0	-0.31	103	-1.8	-13	-1.2	-24
15	Cc1cc2nnc(SC(C)C#N)n2c2ccccc12 (centres undefined)	-0.77	-1	20	-0.18	-28*	-0.5	7	0.1	6
16	Cc1ccc(S(=O)(=O)NC(C)C(=O)Nc2ccccc2C(=O)N2CCCC2)cc1 (centres undefined)	-0.53	11	-8	0.032	90	-0.5	-1	-1.0	-7
17	O=C(Nc1ccc2nc(-c3cccnc3)[nH]c2c1)c1ccco1	0.19	4	16	0.27	97	-0.4	-8	0.4	-4
18	Nc1ccccc1-c1nc2ccccc2[nH]1	-0.47	-2	8	-0.66	94	-0.9	-4	-1.1	4
19	CCN1CCN(CCNC(=O)C2CCN(Cc3nc(-c4ccc(Cl)cc4)oc3C)CC2)CC1	-0.087	1	-8	0.24	69	-1.1	0	0.7	19
20	CCOC(=O)C1CCCN(c2c(Nc3ccc(C)c(C)c3)c(=O)c2=O)C1 (centres undefined)	2.8	16	5	0.62	94	-0.3	-8	0.8	-8
21	CC(C)C(=O)Nc1cccc(C(=O)NCCc2ccc(S(N)(=O)=O)cc2)c1	0.044	16	6	1.5	86	-1.0	6	-1.2	1
22	CCCn1c(=S)[nH]c2cc(C(=O)N3CCCC(C(=O)OCC)C3)ccc2c1=O (centres undefined)	3.3*	13	10	-1.8	98	.	.	-1.0	.
23	Clc1ccc(Cl)c(-c2nn3c(Cn4cnc5ccccc54)nnc3s2)c1	0.27	7	9	-0.08	64	-0.7	4	-1.0	18
24	O=C(Nc1cccc(Cl)c1N1CCCC1)c1cc2ccccc2o1	-0.2	-8	0	-0.29	62	-0.2	-6	0.0	-17

An excerpt of these results, with two lines to a compound.
Fields – M1 agonist | HEK293 NFkB inh | 5HT1E antag | M1 antagonist | Her2 expr inh | S1P3 ag | Jurkat viability | HTR1E agonist | S1P1 ag pot
(20) CCOC(=O)C1CCCN(c2c(Nc3ccc(C)c(C)c3)c(=O)c2=O)C1 (centres undefined)
 : 2.8 | 16 | 5 | 0.62 | 94 | -0.3 | -8 | 0.8 | -8
(22) CCCn1c(=S)[nH]c2cc(C(=O)N3CCCC(C(=O)OCC)C3)ccc2c1=O (centres undefined)
 : 3.3* | 13 | 10 | -1.8 | 98 | . | . | -1.0 | .

Next part:
#	SMILES	M1 agonist	HEK293 NFkB inh	5HT1E antag	M1 antagonist	Her2 expr inh	S1P3 ag	Jurkat viability	HTR1E agonist	S1P1 ag pot
25	CC(C)N=c1cc2n(-c3ccc(Cl)cc3)c3ccccc3nc-2cc1Nc1ccc(Cl)cc1	-0.75	.	18	0.71	107	-2.2	.	-0.5	-9
26	CCN(CC)S(=O)(=O)c1ccc2[nH]c(=O)[nH]c2c1	-0.93	6	5	-0.37	111	-1.1	1	1.0	.
27	Cc1nnc(-c2ccccc2)c[n+]1[O-]	-0.86	5	-10	0.82	71	.	.	-0.6	.
28	CCOC(=O)c1ccc(Nc2nnc(C(C)(C)C)c(=O)[nH]2)cc1	3.5*	-2	-1	-0.42	116	.	.	-0.1	.
29	CC1CCCCN1CCNC(=O)CN1C(=O)COc2ccccc21 (centres undefined)	0.19	18	-11	-0.7	113	-0.1	-2	-1.1	-5
30	CC(=O)c1cnc(Nc2nc(C)c3cc(C)ccc3n2)nc1C	0.86	6	-5	0.59	111	-0.9	-2	-0.8	-2
31	COc1ccc(-c2c(=O)n(OCc3ccccn3)c3ccccc3[n+]2[O-])cc1OC	0.21	17	-5	0.32	103	-1.4	-1	0.3	-19
32	CCC1c2ccc(C)n2CCN1C(=O)Nc1cc(Cl)ccc1OC (centres undefined)	-0.59	15	3	0.17	103	0.1	-8	0.0	-1
33	COc1ccc(-c2noc(CCC(=O)Nc3cc(Cl)c(OC)cc3OC)n2)cc1	-0.13	8	8	0.34	92	.	.	-1.3	.
34	C=CCN(C(=O)Nc1ccc(F)cc1)C1CC(=O)N(c2ccc(OC)cc2)C1=O (centres undefined)	0.019	16	-16	0.7	85	-1.1	-2	1.1	-9
35	Cc1noc(C)c1COC(=O)CN(C)S(=O)(=O)c1ccc(Cl)cc1	1.9	11	3	1	106	-0.9	-4	1.3	8
36	Cc1cc(C)n2nc(C(=O)OCC(=O)Nc3ccc4c(c3)OCO4)nc2n1	-0.82	3	0	0.83	102	0.8	-6	-0.4	4
37	O=S(=O)(NC1c2cccc3cccc(c23)C1N1CCNCC1)c1ccccc1 (centres undefined)	-0.011	-6	-12	-0.39	97	0.4	-5	0.2	-15
38	Cc1cccc(-c2nc(CN3CCCC(C(=O)NC4CCCC4)C3)c(C)o2)c1 (centres undefined)	-0.35	7	6	0.074	110	-0.7	-4	0.0	-6
39	CCCCCCS(=O)[C@H]1CS(=O)(=O)C[C@@H]1S(=O)CCCCCC (some centres undefined)	-2	24	-13	-1.6	103	-0.9	0	-0.3	6
40	CCOC(=O)C1CCN(Cc2ccc(N(C)C)cc2)CC1	.	16	14	.	.	-0.8	4	-0.1	21
41	CCCC(C)C(=O)Nc1cccc(NC(C)=O)c1 (centres undefined)	0.22	9	2	0.55	88	-1.2	-8	-0.7	-18
42	CS(=O)(=O)c1ncc(Cl)c(C(=O)Nc2ccc(N3CCOCC3)cc2)n1	0.19	5	82*	-0.26	-1.6*	0.6	62*	1.1	-10
43	Cc1nc(=O)c(-c2ccccc2)c(C)n1Cc1ccccc1	-0.064	15	-3	0.75	107	-0.6	7	0.4	18
44	Cc1ccc(S(=O)(=O)N2CCC(C(=O)NCCCN3CCCCCC3)CC2)cc1	-0.92	15	-6	0.024	131	1.0	2	0.1	-1
45	N#CCCN1CCn2c1nc1ccccc12	-0.15	4	-3	0.24	79	0.1	-2	0.8	-12
46	N#Cc1c(N)nc(SCc2ccccc2)c(C#N)c1-c1ccco1	-0.64	20	18	0.35	87	0.7	1	1.0	-45
47	O=C(O)CCC(=O)Nc1ccc(N2CCCCC2)c(C(=O)O)c1	-0.0055	5	-3	-0.49	112	.	.	0.5	.
48	O=C(Nc1ccccc1O)c1ccccc1O	-1.6	0	-9	-1	98	-0.6	8	-1.1	-3
49	O=C(CCC(=O)N1CCc2ccccc21)N1CCc2ccccc21	-0.19	12	4	-0.52	96	-0.5	12	-0.6	3
50	COc1ccccc1CNC(=O)C(C)NS(=O)(=O)c1ccccc1 (centres undefined)	-0.0078	4	-5	0.25	64	-0.4	4	-0.2	16
51	CCN1C(=O)C2C(c3ccccc3F)NC(Cc3ccc(O)cc3)(C(=O)OC)C2C1=O (centres undefined)	1.6	5	8	0.21	108	-0.3	-4	0.5	-3
52	Cc1noc2nc(-c3cccs3)cc(-c3nnc4n3CCCCC4)c12	-0.51	16	17	-0.44	86	-0.5	-2	0.1	9
53	Cc1ccccc1N1C(=O)CC(Sc2nnc(-c3ccccc3)o2)C1=O (centres undefined)	0.83	.	15	0.22	-19*	-3.3	.	-0.5	-8
54	O=C(C1CCC(C(=O)N2CCCC2)CC1)N1CCCC1 (centres undefined)	-0.39	10	-1	1.2	118	-1.3	1	-0.1	.
55	CCCS(=O)(=O)N1CCC(C(=O)N2CCN(Cc3ccccc3)CC2)CC1	0.58	-1	-4	0.66	88	-0.1	-4	-0.3	-33
56	Cc1csc(NC(=O)CSc2nnc(C)n2Cc2ccco2)n1	-0.16	-2	0	-0.22	72	-0.1	-4	0.7	-8
57	COCCNC(=O)CN1C(=O)COc2ccc(Cl)cc21	0.99	10	3	0.091	71	-1.7	3	-0.1	-5
58	CCCCN1C(=O)C(O)(CC(=O)c2ccccc2OC)c2ccccc21 (centres undefined)	-1.1	-5	-3	-0.28	62	-0.9	7	1.2	12
59	CN1/C(=N\O)c2cccc3cccc1c23	6.9*	6	0	-0.5	117	0.3	0	0.6	-2
60	Cc1noc(C(=O)Nc2sc3c(c2C#N)CCC3)c1Cl	-3.6*	-32	-2	-0.68	100	0.8	-6	0.8	-5
61	COc1cc(OC)c(C2CC(=O)N3CN(c4ccccc4C)CSC3=C2C#N)cc1OC (centres undefined)	0.18	3	1	0.25	47	-0.1	4	0.7	-22
62	Cc1ccc2c(C)nc(Nc3nc(CSc4nnnn4-c4ccccc4)cc(=O)[nH]3)nc2c1	8.6*	6	-14	-0.6	62	-0.2	4	0.4	-15
63	COC(=O)c1cccc(NC(=O)CSc2nnc(C)n2Cc2ccccc2)c1	0.31	1	3	1.2	86	-0.1	-6	1.4	-11
64	CCOc1ccc(N(CC(=O)NC2CCCCC2)S(=O)(=O)c2c(C)noc2C)cc1	0.39	16	-3	0.0091	98	-0.4	2	0.8	-25
65	C=CCn1c(C)cc(C(=O)CSc2nnc(NCc3ccccc3)s2)c1C	-0.065	17	1	1.9*	80	-0.8	4	1.0	24
66	Cc1ccc2c3c(c(SCC(=O)Nc4nonc4C)nc2c1)CCCC3	0.94	27	-1	-0.84	91	.	.	-0.4	.
67	COc1cc(NC(=O)Cc2cccs2)cc(OC)c1	0.094	15	-6	-0.22	60	-0.7	-5	0.2	.

Screens from PubChem.
